# Bioassay records: PubChem, several laboratories
# HCV NS3 hel inh – inhibitors of Hepatitis C virus NS3 helicase; NS3 helicase DNA unwinding, Cy5 molecular beacon fluorescence; inhibition, % at 10.9 µM; 290,000 tested, 0.56% active; AID 1800;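 active = inhibition above the mean of all tested compounds plus 3 SD, set per campaign, cut at about 35% in these data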;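 note: 0% = DMSO wells and 100% = thioflavine S control wells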
#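 Assay system – hepatitis C virus NS3 helicase domain fragment enzyme · Buffer or medium – MOPS pH 6.5, MgCl2, DTT, Tween20, BSA · Reagent – Cy5/quencher beacon DNA duplex and ATP to start · Compound – single 10.9 µM dose · Timing – 1 h at 25 °C · Technique – Cy5 beacon fluorescence read at start and 1 h · Measure – % inhibition of unwinding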
# PHOSPHO1 block – blocks human PHOSPHO1 phosphatase activity; recombinant PHOSPHO1, absorbance phosphatase assay; inhibition, % at 13.3 µM; 290,000 tested, 1.1% active; AID 1565; in the data active = inhibition above about 60%
# MEKK3 PB1 HTS – MEKK3-MEK5 PB1 interaction, increase or decrease. binding response (% of control), % at 10 µM. AID 1529. bead-based flow cytometry, Alexa488-MEK5 binding to MEKK3; actives lie on both sides; 0 = blocked by unlabeled MEK5, 100 = vehicle. Q99759. 290,000 tested, 1.4% active;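 active = binding response more than 3 SD above or below the average of its plate-row segment, actives on both sides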;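 note: Alexa488 bead fluorescence after subtracting the streptavidin-only scavenger bead signal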
# VIM-2 inh – blocks Pseudomonas aeruginosa VIM-2 metallo-beta-lactamase | purified VIM-2, nitrocefin hydrolysis, epi-absorbance fluorescence | inhibition, % at 5.6 µM | 290,000 tested, 0.89% active | AID 1527;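 active = inhibition above the mean of all tested compounds plus 3 SD, cutoff set per screening run, cut at about 7.5% in these data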;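 note: red hydrolysis product quenches plate fluorescence so inhibitors raise well fluorescence; 0% = enzyme with DMSO and 100% = DMSO without enzyme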
# IMP-1 inhibitor – blocks Pseudomonas aeruginosa IMP-1 metallo-beta-lactamase; 290,000 tested, 0.45% active; AID 1556; purified IMP-1, nitrocefin hydrolysis, epi-absorbance fluorescence; inhibition, % at 5.6 µM;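 active = inhibition above the mean plus 3 SD of all compounds in the same screening run, cut at about 4.5% in these data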;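 note: 0% = IMP-1 with DMSO and 100% = DMSO wells lacking enzyme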
#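 Test system: recombinant IMP-1 enzyme, purified / Medium: HEPES buffer pH 7.1 with ZnSO4 and Brij 35 / Doses: single dose, 5.6 µM / Times: 25 °C, 15 min preincubation, 25 min reaction / Detection: Epi-absorbance via hydrolysed-nitrocefin quenching of white-plate fluorescence, 480/530 nm, EDTA stop / Evaluation: percent inhibition from optical density relative to buffer-blank wells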
# p-CIP stab down – compounds decreasing mouse p/CIP protein stability | Q05BA5 | F442A p/CIP-EGFP cells, EGFP fluorescence, 16 h | decrease of EGFP signal, % at 10 µM | 290,000 tested, 0.01% active | AID 1984;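 active = EGFP signal decrease of at least 30% at 10 µM or well 3 SD below plate mean, unless failing retest; inactive = the rest, including hits failing retest or dose response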; note: some compounds called inactive have numbers as strong as hits; many of its hits are not listed in these tables
# IDE cell activ – boosts human insulin-degrading enzyme activity in HEK cells. FAbeta-B cleavage, fluorescence polarization; 0% vehicle, 100% cell-free pure enzyme wells. activation, % at 5.96 µM. 340,000 tested, 0.073% active. AID 493087;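 active = activation above the mean of all tested compounds plus 3 SD, set per screening campaign, cut at about 17% in these data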
# Target sequence (P14735 whole entry, looked up): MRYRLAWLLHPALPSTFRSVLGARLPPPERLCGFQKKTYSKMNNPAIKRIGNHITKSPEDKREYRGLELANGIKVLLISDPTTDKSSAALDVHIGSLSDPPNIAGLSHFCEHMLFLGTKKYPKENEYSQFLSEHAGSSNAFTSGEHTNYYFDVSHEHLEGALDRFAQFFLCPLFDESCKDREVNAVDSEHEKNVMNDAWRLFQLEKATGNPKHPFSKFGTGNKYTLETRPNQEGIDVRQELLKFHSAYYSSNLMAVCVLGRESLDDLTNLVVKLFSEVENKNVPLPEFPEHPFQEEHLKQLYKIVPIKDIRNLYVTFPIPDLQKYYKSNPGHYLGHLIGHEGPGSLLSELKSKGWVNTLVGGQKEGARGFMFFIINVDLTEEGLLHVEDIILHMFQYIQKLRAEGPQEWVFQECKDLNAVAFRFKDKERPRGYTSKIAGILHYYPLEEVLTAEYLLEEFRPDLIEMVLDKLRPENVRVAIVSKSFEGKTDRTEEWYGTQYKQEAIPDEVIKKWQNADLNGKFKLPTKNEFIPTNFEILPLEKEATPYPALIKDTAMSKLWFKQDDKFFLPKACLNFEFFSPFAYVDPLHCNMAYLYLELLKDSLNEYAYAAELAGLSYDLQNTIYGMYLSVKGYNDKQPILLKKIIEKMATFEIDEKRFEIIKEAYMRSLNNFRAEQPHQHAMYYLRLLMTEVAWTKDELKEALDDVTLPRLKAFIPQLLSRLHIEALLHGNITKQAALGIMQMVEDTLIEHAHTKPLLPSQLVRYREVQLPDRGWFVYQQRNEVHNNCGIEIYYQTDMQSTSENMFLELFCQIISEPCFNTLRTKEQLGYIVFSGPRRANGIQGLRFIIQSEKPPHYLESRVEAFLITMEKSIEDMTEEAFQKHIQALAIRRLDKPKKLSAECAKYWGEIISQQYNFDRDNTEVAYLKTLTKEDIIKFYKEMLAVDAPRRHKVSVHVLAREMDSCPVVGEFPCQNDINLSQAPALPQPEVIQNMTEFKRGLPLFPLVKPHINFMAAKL
# SUMO HTRF inh – inhibitors of human SUMOylation (UBC9). 290,000 tested, 0.36% active. AID 2006. HTRF SUMOylation assay, SAE1/SAE2 + UBC9, in vitro. inhibition, % at 35 µM. P63279; in the data active = inhibition above about 50%, passing the limit was not always enough; note: strong numbers were not always called active
# DNA FID counter – counter-screen for HCV NS3 helicase inhibitors: DNA intercalator displacement; DNA fluorescent intercalator displacement, fluorescence; inhibition, % at 7.9 µM; 290,000 tested, 0.17% active; in the data active = inhibition above about 37%;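 note: 0% = vehicle and 100% = reference compound; higher means more ethidium bromide displaced from hairpin DNA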
# * marks the source's active call; other numbers are inactive results; . = no result given. Only part of the results is shown; the hit share may differ from the screen's.
SMILES,HCV NS3 hel inh,PHOSPHO1 block,MEKK3 PB1 HTS,VIM-2 inh,IMP-1 inhibitor,p-CIP stab down,IDE cell activ,SUMO HTRF inh,DNA FID counter
NS(=O)(=O)c1cc(C(=O)NCCc2ccccn2)ccc1Cl,-4,20,100,-1.6,-2.9,3,1,12,-1
Cc1ccc(Nc2nc3ccccc3c(=O)s2)cc1C,-2,-3,87,-3.1,-0.9,2,1,-21,-3
CCC1=Nc2cc(C(=O)NCCN3CCOCC3)ccc2Sc2ccccc21,-29,45,99,-0.7,-1.6,1,5,-7,-4
CCOc1ccc(NC(=O)C2CCCN(S(=O)(=O)c3cccc4nsnc34)C2)cc1 (configuration not stated),1,1,108,-0.1,-0.2,2,-10,18,0
O=C(COC(=O)c1cccc2ccccc12)Nc1ncc(C(F)(F)F)cc1Cl,-2,14,90,1.1,-0.8,-10,5,11,-11
CCC(=O)Oc1ccc(C(=O)Nc2ccccc2C(=O)NCC(C)C)cc1,-3,11,99,0.1,-1.0,-5,0,8,-14
COc1ccc(NC(=O)c2cc(S(=O)(=O)N3CCc4ccccc43)cn2C)cc1,-17,33,94,-3.8,-3.3,-2,4,2,-28
COc1cccc(NC(=O)c2ccc(NC(=O)C(C)(C)C)cc2)c1,3,-13,91,-4.3,-2.2,6,-2,23,-14
COc1ccc(-c2ccc(CCC(=O)O)o2)cc1,8,-20,93,-1.5,-3.9,3,-1,11,-5
COc1ccc(NS(=O)(=O)c2cc(NC(=O)[C@@H](NC(N)=O)C(C)C)ccc2C)cc1,2,2,105,-2.3,-2.0,-8,5,18,-17
O=C(CC(c1ccccc1)c1cc(Br)ccc1O)NCCCN1CCOCC1 (configuration not stated),-11,3,108,-3.5,-3.1,-12,4,3,8
Cc1ccc(NC(=S)N(C)Cc2cn(C)c3ccccc23)cc1,-10,-9,100,-2.9,-1.9,0,-2,-18,-8
O=C(NCc1cccnc1)c1ccc(-c2cc3ccccc3oc2=O)cc1,2,43,98,-1.4,-3.1,-6,-9,-6,-20
CC(=O)CCc1oc2ccc(NC(C)=O)cc2c1-c1ccc(C)o1,0,39,95,1.5,-0.6,0,0,1,-15
CCS(=O)(=O)c1nc(S(=O)(=O)c2ccc(Cl)cc2)c(N2CCOCC2)s1,-1,26,101,-0.4,-1.5,-13,3,22,-25
COc1ccc(C(=O)C2CCCN(C(=O)CCC3=NNC(=O)CC3)C2)c(C)c1 (configuration not stated),4,-8,99,1.8,-3.1,-26,-8,10,-6
CCOC(=O)C1=C(C)N(c2ccccc2)C(=O)C1CC(=O)O (configuration not stated),28,-13,103,1.0,-0.8,-6,8,-7,-38
CN(C)C(=S)Nc1ccc(Br)cc1Cl,-22,1,103,-3.9,-2.4,-14,-1,-6,-5
O=C(CN(C(=O)CCC(=O)Nc1ccccn1)c1ccc(F)cc1)NCc1ccco1,0,30,101,-4.4,-2.7,-2,-2,-1,-30
CCc1cc2ccccc2nc1SCC(=O)Nc1cc(OC)c(OC)cc1C(=O)O,31,6,100,2.1,-4.6,-25,5,28,-41
CCC(C)C(=O)Nc1cc(Cl)ccc1C(=O)O (configuration not stated),-3,48,98,1.2,-0.7,-5,5,10,-3
CC(NS(=O)(=O)c1ccc(CCC(=O)N2CCN(C)CC2)cc1)c1ccccc1 (configuration not stated),-3,-11,101,-1.2,-2.5,2,2,-5,8
CCOC(=O)C1CCN(S(=O)(=O)c2ccc3c(c2)N(C(C)=O)CCO3)CC1,-4,26,100,-1.4,-1.9,-2,4,7,-17
COc1ccc(S(=O)(=O)Nc2cc(Cl)ccc2OC)cc1,-4,-8,99,-1.2,-0.5,-4,-1,4,-4
C/C(=N\NC(=O)c1c(Cl)cnn1C)c1cccc(NC(=O)C(C)C)c1,10,-20,101,-6.5,-0.9,6,-1,-14,-9

# Pulled one by one from above, 4 records:
SMILES,HCV NS3 hel inh,PHOSPHO1 block,MEKK3 PB1 HTS,VIM-2 inh,IMP-1 inhibitor,p-CIP stab down,IDE cell activ,SUMO HTRF inh,DNA FID counter
CC(=O)CCc1oc2ccc(NC(C)=O)cc2c1-c1ccc(C)o1,0,39,95,1.5,-0.6,0,0,1,-15
CCC(C)C(=O)Nc1cc(Cl)ccc1C(=O)O (configuration not stated),-3,48,98,1.2,-0.7,-5,5,10,-3
CCC(=O)Oc1ccc(C(=O)Nc2ccccc2C(=O)NCC(C)C)cc1,-3,11,99,0.1,-1.0,-5,0,8,-14
CCOC(=O)C1CCN(S(=O)(=O)c2ccc3c(c2)N(C(C)=O)CCO3)CC1,-4,26,100,-1.4,-1.9,-2,4,7,-17

# Continued.
SMILES,HCV NS3 hel inh,PHOSPHO1 block,MEKK3 PB1 HTS,VIM-2 inh,IMP-1 inhibitor,p-CIP stab down,IDE cell activ,SUMO HTRF inh,DNA FID counter
CN(C)C(=O)CSc1ncnc2scc(-c3ccccc3)c12,0,8,106,-2.2,-3.8,-1,0,-10,-4
CCN(C(=O)COC(=O)c1ccccc1Nc1cccc(C)c1C)C1CCS(=O)(=O)C1 (configuration not stated),-8,16,101,2.1,1.9,-15,-5,-1,-1
CCCN(CC1CC1)c1nc(N)c2c(N)nc(OC)cc2c1C#N,-2,-2,99,0.8,-3.2,5,-6,95,-3
Cc1ccccc1OC(C)C(=O)N1CCC(Cc2ccccc2)CC1 (configuration not stated),-6,68*,95,-2.1,-0.9,-7,-1,5,-43
COc1ccc(CCNC(=O)C2CCC(=O)N2Cc2ccccc2Cl)cc1OC (configuration not stated),-1,.,107,-1.1,-3.5,-4,-1,5,-16
Cc1occc1C(=O)NNC(=O)C(c1ccccc1)c1ccccc1,3,-10,99,-2.8,-3.1,-22,-6,27,-6
O=S(=O)(NCCCO)c1ccc2c(c1)Cc1cc(S(=O)(=O)NCCCO)ccc1-2,-7,7,102,-0.5,-1.3,-10,0,1,3
CCCCCCOC(=O)Cc1c(C)nc(N)[nH]c1=O,-3,4,80,-1.7,-0.7,-3,5,10,-7
O=C(O)CCC(NS(=O)(=O)c1ccc(N2CCCC2=O)cc1)C(=O)O (configuration not stated),2,-78,102,-0.3,-1.0,-7,0,11,6
COc1cccc(/C=N\n2c(C)nnc2C)c1OC,-9,6,102,-3.5,-1.7,-1,1,29,0
COc1ccc(-c2noc(CSc3nc4ccccc4c(=O)n3-c3ccccc3)n2)cc1OC,-5,7,100,-1.4,-5.0,-7,1,0,1
O=C(Nc1ccccc1)NC(Cc1ccc(O)cc1)C(=O)O (configuration not stated),-3,13,94,-2.5,-1.2,0,6,-6,6
O=C(CN1C(=O)C2C3C=CC(C3)C2C1=O)Nc1nncs1 (configuration not stated),6,36,99,-4.1,-2.8,10,0,7,-7
c1cncc(-c2nn3c(Cn4nnc5ccccc54)nnc3s2)c1,1,51,104,1.4,-1.6,3,-6,6,-7
CC1(C)Cc2c(c(-c3ccco3)nc3sc4c(NCCN5CCOCC5)ncnc4c23)CO1,23,-8,104,-3.1,1.4,-14,2,29,-25
CCn1cc(S(=O)(=O)CC(=O)NC2CCCCC2)c2ccccc21,-2,23,95,-0.5,3.0,2,3,-16,-10
O=C(CCC(=O)NNC(=O)Nc1cccc(Cl)c1)NCc1ccccc1,-14,11,93,-3.4,-1.3,-5,5,13,-4
Cc1ccnc(NC(=O)CCC(=O)N(CC(=O)NCC2CCCO2)Cc2ccc(F)cc2)c1 (configuration not stated),-2,0,102,-1.3,0.5,-4,4,15,-10
CCC1(c2ccc(Cl)cc2)NC(=S)N(c2ccc(C)cc2)N1 (configuration not stated),8,-15,107,-4.0,-2.9,4,1,5,1
Cc1c(NCc2ccncc2)cccc1C(=O)O,6,.,101,-1.5,-3.1,-96,-4,12,0
COc1cccc2[nH]c3ccccc3c(=O)c12,2,25,104,4.0,-1.8,-5,5,28,2
CC(NC(=O)c1ccncc1)C(C)(C)C (configuration not stated),-1,-4,100,-0.9,-1.8,7,5,-2,0
CSc1nncn1/N=C/c1cc(Cl)ccc1F,6,-1,102,1.2,-0.6,-17,6,34,0
Cn1c(=O)n(CCO)c(=O)c2c1nc(Br)n2Cc1ccccc1,-12,-26,107,-1.3,-2.0,-6,1,7,-5
Nc1ccc(C(=O)N2CCCC2)cc1,7,10,105,-0.7,-6.0,0,-4,10,1
# Going on with the list.
SMILES,HCV NS3 hel inh,PHOSPHO1 block,MEKK3 PB1 HTS,VIM-2 inh,IMP-1 inhibitor,p-CIP stab down,IDE cell activ,SUMO HTRF inh,DNA FID counter
CC(=O)c1ccc(NS(=O)(=O)c2cc3c(cc2C)N(C(C)=O)CCO3)cc1,8,22,104,-3.7,-3.8,-4,7,6,-11
COCCNC(=O)c1cc2sc3ccccc3c2s1,-3,-4,93,-0.2,-1.0,-4,-2,8,-5
O=C(c1ccco1)N1CCCC(c2nc3c(nnn3Cc3ccc(Cl)cc3Cl)c(=O)[nH]2)C1 (configuration not stated),4,6,101,-0.1,-4.1,-8,3,-8,-48
COc1ccc(Br)cc1/C=N/NC(=O)c1cccc(S(=O)(=O)N2CCOCC2)c1,7,37,99,-2.1,-3.2,-8,-1,-11,-16
O=C(Nc1ccc2sccc2c1)c1ccc(Cl)s1,-1,12,103,0.6,-3.2,-5,5,23,8
Cc1c(NC(=O)CN2CCN(c3ccccc3)CC2)c(=O)n(-c2ccccc2)n1C,7,46,101,-2.1,-1.4,5,6,2,-8
c1ccc(N2CCN(Cc3ccsc3)CC2)nc1,-9,9,92,-0.3,-1.3,4,5,16,-1
COc1cccc(C(=O)COc2cccc(NC(=O)c3ccco3)c2)c1,5,45,99,-1.1,-0.8,-31,6,20,-15
Cc1cccc(CS(=O)(=O)Cc2ccc(C(=O)NC3CCCCCC3)o2)c1,-1,33,95,-2.1,-2.0,-23,8,11,-40
O=C(CCNC(=O)c1ccccc1Cl)Nc1cc(C(F)(F)F)ccc1Cl,-16,-19,100,-2.2,-2.9,-6,-3,-1,-6
O=C(O)CN1C(=O)SC(Nc2ccc(Cl)cc2)C1=O (configuration not stated),6,-3,102,-5.1,-5.5,-8,-1,1,-4
CCSCCNC(=O)c1cncc(Br)c1,3,-40,103,-2.6,-0.1,16,-8,2,0
Cc1cc(OCC(=O)NNC(=O)CCc2ccccc2)ccc1Br,21,36,103,-3.9,-0.8,-8,5,-4,-17
Cc1ccc(OCC(=O)Nc2cc(S(=O)(=O)N3CCCCC3)ccc2C)c([N+](=O)[O-])n1,-2,-2,107,-1.5,-0.5,-13,-2,10,0
Cc1cccc(NCc2ccccc2OCc2ccccc2F)c1,-6,-4,101,-0.4,-1.1,0,-1,-6,-4
COc1ccc(OC)c(-c2c(C#N)c(N)nc3c2c(=O)nc2sccn23)c1,-10,48,102,-0.7,0.4,0,3,13,-1
COCCNC(=O)c1cc(-c2ccc(Cl)c(Cl)c2)on1,5,-18,107,0.3,-1.3,6,-6,-8,-1
C=CCNc1nc(C)c(C(C)=O)cc1C#N,2,15,100,-5.3,-4.2,-14,4,5,3
Cc1[nH][nH]c(=O)c1C=NCc1cccs1,-2,32,95,-1.7,-2.2,-13,-1,8,0
